# PLK1 PBD block – inhibitors of human PLK1 polo-box domain binding. P53350. Plk1 PBD binding of FITC phosphopeptide, fluorescence polarization. Potency, µM, for the others: max response, negative = inhibition, most hits filed as inhibitors. 2.8% of 360,000 active. AID 720504; note: potency is the fitted concentration of half-maximal effect; series mostly up to about 57 µM; % is set by controls: 0 for no effect and ±100 for the full control effect; nearly all actives have a fitted effect of over 65% in size
# Target sequence (P53350 whole entry, looked up, the tested form may be a part): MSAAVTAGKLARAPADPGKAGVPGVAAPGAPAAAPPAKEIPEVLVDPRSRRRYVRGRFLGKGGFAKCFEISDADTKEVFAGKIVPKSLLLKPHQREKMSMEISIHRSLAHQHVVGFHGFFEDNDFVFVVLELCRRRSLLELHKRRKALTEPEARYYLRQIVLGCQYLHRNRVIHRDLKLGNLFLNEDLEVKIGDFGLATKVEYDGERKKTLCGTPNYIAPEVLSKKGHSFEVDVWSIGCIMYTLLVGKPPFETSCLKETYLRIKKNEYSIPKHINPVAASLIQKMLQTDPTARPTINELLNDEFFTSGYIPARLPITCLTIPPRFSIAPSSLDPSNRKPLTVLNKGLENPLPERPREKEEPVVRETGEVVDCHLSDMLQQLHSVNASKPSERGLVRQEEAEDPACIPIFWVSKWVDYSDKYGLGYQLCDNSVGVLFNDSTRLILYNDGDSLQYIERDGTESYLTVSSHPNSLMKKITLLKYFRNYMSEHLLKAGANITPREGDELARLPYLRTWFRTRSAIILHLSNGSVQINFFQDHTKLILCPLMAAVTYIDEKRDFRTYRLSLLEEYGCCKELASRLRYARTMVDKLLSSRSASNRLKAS
# FUS yeast rescue – suppressors of FUS proteinopathy in yeast. S. cerevisiae FUS-expressing, growth rescue, OD600, 24 h. Potency, µM (top dose mostly 76.6 µM), for the others: at the top dose growth rescue (activation), actives largely listed as activators. 0.24% of 390,000 active. AID 1347120;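 note: potency is the fitted concentration of half-maximal effect; plate controls were DMSO vehicle for no effect and reference control for full effect; nearly all actives have a fitted effect of over 55% in size; some results filed as inactive show a strong effect at the top dose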
#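 Cultures pregrown in 2.5% raffinose medium are shifted to minimal medium containing 2% galactose to express toxic FUS. Compounds are tested at several concentrations. After 24hr at 30C, growth is quantified at 600 nm absorbance.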
# aSyn rescue – alpha-synuclein toxicity inhibition in yeast. AID 652106. Yeast expressing alpha-synuclein, growth rescue, BacTiter-Glo, 24 h. 0.14% of 370,000 active. Potency, µM (top dose mostly 46.1 µM), for inactives: at the highest dose growth rescue (activation), most hits filed as activators; note: potency is the fitted concentration of half-maximal effect; % of control where 0% means no effect; nearly all actives have a fitted effect of over 65% in size
#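 Readout is rescue of growth in alpha-synuclein-expressing yeast, so inhibitors of toxicity appear as activators. Growth after 24 hr at 30 deg C in galactose medium is quantified by luminescence.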
# EPAC1 agonist – EPAC1 (human) agonism; 0.073% of 360,000 active; Potency, µM (top dose mostly 154 µM), without a hit: top-dose activation, most hits filed as activators; O95398; EPAC1 agonist qHTS, biochemical assay; response scale: 100% = response to 6.5 mM cAMP; note: potency is the fitted concentration of half-maximal effect; nearly all actives have a fitted effect of over 60% in size
#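 Fluorescent GDP-exchange assay: 100 nM EPAC1 with 250 nM Rap1B preloaded with BODIPY-GDP and 50 uM GDP; compounds tested as concentration series, 5 min at room temperature, then read every 5 min for 30 min (ex 480/em 540 nm); normalized to 6.5 mM cAMP.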
# WRN helicase inh – WRN helicase (human) inhibition; Q14191; WRN helicase unwinding, fluorescent forked duplex, kinetic; 0.46% of 360,000 active; Potency, µM (top dose mostly 114 µM), without a hit: at the highest dose activity change, negative = inhibition, most hits filed as inhibitors; note: potency is the fitted concentration of half-maximal effect; % is set by controls: 0 for no effect and ±100 for the full control effect; nearly all actives have a fitted effect of over 55% in size
#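 Fluorescence dequenching readout, ex 525 nm/em 598 nm, kinetic mode: forked duplex DNA (100 nM final) with adjacent fluorophore and quencher unwound by WRN (20 nM final) with 2 mM ATP. Compound preincubation 15 min, room temperature.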
# Abeta yeast res – compounds reversing amyloid beta toxicity in yeast; yeast expressing A-beta42, growth rescue, OD600, 48 h; response scale: 0% DMSO, 100% iron-clioquinol control; Potency, µM (highest dose often 46.1 µM), for the others: at the highest dose growth rescue, actives largely listed as activators; 0.063% of 410,000 active; AID 1347071; note: potency is the fitted concentration of half-maximal effect; nearly all actives have a fitted effect of over 55% in size
#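 Yeast growth medium received pinned compounds, then yeast cells expressing toxic A-beta were added; plates incubated at 30 C for 48 hr. Growth read as absorbance at 600 nm, normalized to DMSO and equimolar FeCl3 plus clioquinol controls.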
# EPAC1 antag – EPAC1 (human) antagonism; O95398; EPAC1 GEF assay, Rap1b-BODIPY-GDP exchange fluorescence; Potency, µM (titrated, usually from 115 µM), for the others: top-dose activity change, negative = inhibition, actives largely listed as inhibitors; 0.14% of 360,000 active;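 note: potency is the fitted concentration of half-maximal effect; plate controls were vehicle for no effect and positive control for full effect; nearly all actives have a fitted effect of over 50% in size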
# IL-2 act – IL-2 activation; AID 652025; 0.065% of 360,000 active; IL-2 activation reporter assay, cell-based qHTS; stimulated with anti-CD3/CD4/CD28 beads; in transgenic mouse T cells; activation, % (series mostly up to about 46 µM); in the data active = activation above about 50%; inconclusive = mostly about 30% to 49%; note: 0% is about no effect
#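 Unstimulated transgenic mouse T cells, 750 per well, received compound and, after 60 minutes, anti-CD3/anti-CD4 bead plus anti-CD28 stimulation. EGFP and DsRed were quantified after 18 hours.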
# PI5P4K alpha inh – PI5P4K alpha (human) kinase inhibition | P48426 | PI5P4Kalpha enzyme, ADP-Glo luminescence, 60 min; stronger effect = lower value | max response, % | 1.2% of 330,000 active | AID 652105; active = max response of -50% or lower; inconclusive = between -30% and -50%; inactive = -30% or higher; note: value at the top dose of about 77 µM; % is set by controls: 0 for no effect and ±100 for the full control effect
# Target sequence (P48426 whole entry, looked up): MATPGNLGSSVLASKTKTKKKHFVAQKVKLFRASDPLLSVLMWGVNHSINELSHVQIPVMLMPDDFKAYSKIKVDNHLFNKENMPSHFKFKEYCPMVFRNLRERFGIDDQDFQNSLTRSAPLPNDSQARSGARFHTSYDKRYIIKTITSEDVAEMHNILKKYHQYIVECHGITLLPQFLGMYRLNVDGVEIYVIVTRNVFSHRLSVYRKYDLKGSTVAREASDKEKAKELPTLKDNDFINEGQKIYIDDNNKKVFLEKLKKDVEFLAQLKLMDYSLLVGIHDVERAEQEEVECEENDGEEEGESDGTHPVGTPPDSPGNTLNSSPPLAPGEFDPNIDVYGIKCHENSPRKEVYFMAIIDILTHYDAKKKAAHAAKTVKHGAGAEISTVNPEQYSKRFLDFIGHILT
#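 Compounds were pin-transferred onto PI5P4Kalpha and substrate in HEPES pH 7.4 buffer with EGTA, CHAPS and 5% DMSO. ATP (5 microM final) started the reaction, which ran 60 minutes at room temperature before ADP-Glo detection.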
# * marks the source's active call; other numbers are inactive results; ? = inconclusive; · = no result given; & = joins results of further samples; [ ] = remark or other dose. Unless noted, calls come from the whole dose curve; as a rule, active = well fitted curve in the direction sought with a large enough effect; inconclusive = small, poorly fitted or top-dose-only effect, or another doubt; inactive = no such curve, though single readings can be large; an effect the other way counts as inactive or inconclusive. Outcome played no part in choosing rows, and some 4.1% of all compounds hit somewhere here.
# Keys – A = PLK1 PBD block; B = FUS yeast rescue; C = aSyn rescue; D = EPAC1 agonist; E = WRN helicase inh; F = Abeta yeast res; G = EPAC1 antag; H = IL-2 act; I = PI5P4K alpha inh
[1] O=C(CC1(O)C(=O)Nc2cc(Cl)cc(Cl)c21)c1ccccc1O (stereo not drawn)
  A: -6% | B: 21% | C: 15% | D: -8% | E: -12% | F: 15% | G: -6% | H: 0.7 | I: 6
[2] O=C(c1ccc(COc2c(F)c(F)c(F)c(F)c2F)o1)N1CCOCC1
  A: -5% | B: 7% | C: 1% | D: 1% | E: -11% | F: -30%[inhibitor] | G: -20% | H: 0.0 | I: 2
[3] CCOc1nc(-c2ccc(Cl)cc2)nc2ccccc12
  A: -2% | B: · | C: 1% | D: 8% | E: -2% | F: 11% | G: 7% | H: 0.5 | I: 12
[4] Cc1ccoc1C(=O)NCc1occc1C(=O)O
  A: -16% | B: 18% | C: -4% | D: 6% | E: -30%[57.1 µM] | F: -21% | G: -3% | H: -0.5 | I: -13
[5] CCN(CC(=O)Nc1ccccc1C(F)(F)F)C(=O)c1cc(-c2cccs2)nn1-c1ccccc1
  A: -6% | B: -14% | C: 2% | D: -5% | E: -3% | F: ? | G: -17% | H: 0.5 | I: 0
[6] O=C(NNC(=O)c1ccccc1F)c1ccc(NS(=O)(=O)c2ccc(F)cc2)cc1
  A: -14% | B: 10% | C: -1% | D: -9% | E: -28% | F: -11% | G: ? | H: 0.6 | I: 4
[7] COc1cccc(CNC(=O)C2CCN(c3nn4c(=O)cc(C)nc4s3)CC2)c1
  A: -24% | B: 4%&22% | C: -6% | D: 3% | E: 3% | F: 9%&-15% | G: -3% | H: -2.4 | I: -6
[8] O=C(Nc1ccc2c(c1)OCO2)C1CCCCN1S(=O)(=O)c1ccccc1 (stereo not drawn)
  A: -7% | B: -1% | C: 6% | D: 1% | E: -23%[57.1 µM] | F: 8% | G: 7% | H: -0.6 | I: -8
[9] COc1cc(/C=C/C(=O)N2CCN(Cc3ccccc3)CC2)cc(OC)c1OC
  A: -9% | B: -13% | C: -5% | D: -4% | E: -5% | F: -7% | G: -18% | H: -0.2 | I: -2
[10] NC(=O)c1cnn2c(C(F)(F)F)cc(-c3ccc(F)cc3)nc12
  A: 0% | B: 4% | C: 6% | D: -6% | E: -1% | F: -10% | G: 6% | H: -0.6 | I: -8
[11] Cc1cc(C)n2nc3ccccc3c2n1
  A: -4% | B: -9% | C: -2% | D: 2% | E: -7% | F: 10% | G: 2% | H: -1.1 | I: ·
[12] Oc1oc(-c2ccccc2)nc1C=NCc1ccncc1
  A: -4% | B: 31% | C: -10% | D: -3% | E: -3% | F: -5% | G: 6% | H: -1.4 | I: ·
[13] CC(C)(C)C1CCC(OC(=O)C[N+]2(C)CCCC2)CC1 (stereo not drawn)
  A: -2% | B: -5% | C: -10% | D: -5% | E: 4% | F: -14% | G: 1% | H: 0.4 | I: -7
[14] CC(C)(C)C(=O)OCc1cn(-c2ccccc2)nn1
  A: 1% | B: 3% | C: 2% | D: -5% | E: -11% | F: 11% | G: 2% | H: -1.5 | I: 1
[15] O=C(CN1C(=O)NC(c2ccccc2)(c2ccccc2)C1=O)Nc1ccc(N2CCOCC2)cc1
  A: 2% | B: 13% | C: 0% | D: 6% | E: -4% | F: 6% | G: -8% | H: 0.7 | I: 4
[16] O=C1COc2ccc(C(=O)COC(=O)c3cnc(Cl)c(Cl)c3)cc2N1
  A: -9% | B: 4% | C: 6% | D: -1% | E: 2% | F: -17% | G: -16% | H: -0.9 | I: 0
[17] O=C(O)CNC(=O)C(Cc1ccccc1)NC(=O)OCc1ccccc1 (stereo not drawn)
  A: -1% | B: -4% | C: -2% | D: 6% | E: -2% | F: 6% | G: -8% | H: -1.3 | I: 6
[18] O=C1c2ccccc2C(=O)N1Cc1nc2ccccc2o1
  A: 2% | B: · | C: 12% | D: 2% | E: -14% | F: 0% | G: -14% | H: -1.0 | I: 2
[19] CCOc1ccccc1NC(=O)c1cnccn1
  A: -9% | B: -19% | C: -9% | D: 16% | E: -5% | F: -21% | G: 9% | H: -0.2 | I: 1
[20] CC(=O)O/N=C(/c1nonc1N)N1CCN(c2ccc([N+](=O)[O-])cc2Cl)CC1
  A: 0% | B: · | C: -15% | D: -4% | E: 5% | F: -2% | G: -5% | H: 0.3 | I: 3
[21] Clc1ccc(C2Nc3cccc4cccc(c34)N2)c(Cl)c1
  A: 0% | B: 43% | C: 16% | D: 11% | E: -6%[57.1 µM] | F: ? | G: -6% | H: -4.0 | I: 7
[22] Cc1cc([N+](=O)[O-])nn1CCCC(=O)O
  A: -4% | B: 10% | C: 0% | D: -3% | E: 5% | F: 2% | G: 4% | H: -0.6 | I: 7
[23] Cc1ccccc1Nc1nc(N)nc(COC(=O)c2c(C)noc2C)n1
  A: 3% | B: 5% | C: 3% | D: 8% | E: -3% | F: 11% | G: 1% | H: 0.6 | I: -1
[24] Cc1cnc(CN(C)C(=O)CC2C(=O)NCCN2CCCc2ccccc2)[nH]1 (stereo not drawn)
  A: -9% | B: 3% | C: -3% | D: -5% | E: 12% | F: 2% | G: 10% | H: 0.7 | I: 0
[25] CCOC(=O)c1cccc(NC(=O)c2cccs2)c1
  A: -2% | B: -9% | C: -26% | D: 9% | E: -11% | F: -18% | G: -7% | H: -0.3 | I: -3

# Other entries:
no.	Molecule	PLK1 PBD block	FUS yeast rescue	aSyn rescue	EPAC1 agonist	WRN helicase inh	Abeta yeast res	EPAC1 antag	IL-2 act	PI5P4K alpha inh
26	Cc1cc(NC(=O)CSc2ccccc2)no1	?	11%	-3%	6%	9%	-16%	27%	-1.8	-1
27	Cn1c(-c2ccccc2)cc2ccccc21	0%	-9%	8%	7%	-2%	7%	-3%	-3.1	5
28	Cc1ccc(C(=O)NCCN2CCC(n3c(=O)[nH]c4ccccc43)CC2)cc1F	-8%	-7%	2%	1%	0%	-4%	2%	0.1	-1
29	O=c1oc(-c2ccco2)nc2sc3c(c12)CCCC3	-3%	-22%	-15%	6%	-30%	-18%	-8%	-1.2	·
30	COc1ccccc1C(=O)NC1CCN(C(=O)Nc2ccc(F)cc2)CC1	-14%	7%	-4%	-1%	15%	-10%	-19%	1.7	9
31	COC(=O)CNC(c1ccccc1)c1cc(Br)ccc1NC(=O)OCc1ccccc1 (stereo not drawn)	0%	10%	-10%	0%	-3%	-2%	-19%	-2.9	4
32	CCOC(=O)N1CCN(S(=O)(=O)c2ccc(C(=O)N(CCCN(C)C)c3nc4ccc(CC)cc4s3)cc2)CC1	-10%	?	9%	4%	-1%	3%	-11%	-3.0	-4
33	C[C@@H]1CN([C@H](C)CO)C(=O)CCCn2cc(nn2)CO[C@H]1CN(C)C(=O)c1cc(-c2ccccc2)on1	-27%	-8%	0%	-7%	-8%	-7%	-7%	-0.8	-3
34	COc1ccc(CN(C)C(=O)Cn2cnc3c(SC)nc(N)nc32)cc1OC	-12%	-5%	1%	-10%	-3%	-7%	-28%	-0.6	2
35	CCCCC(O)(CCCC)C(=O)NN(C(=O)OCC)c1ccccc1	2%	·	-6%	-7%	5%	0%	7%	0.1	1
36	CC(C)(C)n1ncc2c(=O)n(Cc3ccc(Cl)cc3Cl)cnc21	-11%	-7%	8%	7%	0%	-15%	-17%	-0.2	16
37	CCCCN(C)CCNC(=O)c1ccc(Cn2c(=S)[nH]c3ccc(Br)cc3c2=O)cc1	?	35%	0%	-5%	-7%	0%	5%	-1.7	5
38	O=C(COC(=O)c1ccccc1SCC(=O)NC1CCS(=O)(=O)C1)NC1CCS(=O)(=O)C1 (stereo not drawn)	-7%	21%	-3%	-1%	8%	10%	9%	-0.1	4
39	CCOC(=O)C(=CNCC(=O)O)C(=O)OCC	-2%	-20%	-1%	-4%	-3%	8%	13%	-1.4	·
40	C[C@]12CCC[C@H](O1)c1c(cc3c(c1O)C(=O)c1c(O)cc(O)cc1C3=O)O2	?	-15%	-7%	15%	-14%	-10%	-9%	0.4	-19
41	Cc1cc(C)c2nc(C(F)(F)F)c(C#N)c(N)c2c1	-2%	-9%	0%	-5%	11%[57.1 µM]	-7%	-2%	-0.5	2
42	C[C@H](CO)N1C[C@H](C)[C@H](CN(C)S(=O)(=O)c2cccs2)Oc2ncc(-c3cc4ccccc4o3)cc2C1=O	-4%	?	-4%	2%	-7%	5%	2%	-2.9	3
43	O=C(Cc1c(F)cccc1Cl)Nc1ccon1	-7%	-1%	-8%	1%	5%	?	10%	-1.2	·
44	CN(C)S(=O)(=O)c1ccc(C(=O)NCC2CC2(Cl)Cl)cc1 (stereo not drawn)	24µM*	-6%	15%	-10%	22%	-11%	6%	-2.0	-9
